Compound activity (PubChem BioAssay)
POLB inh: blocks human DNA polymerase beta activity | P06746 | Pol beta primer extension/strand displacement, fluorescence kinetic | Potency, µM (series often up to 114 µM), inactives show top-dose activity change, negative = inhibition, usual class: inhibitors | hit rate 1.3% among 340,000 | AID 485314; note: potency is the fitted concentration of half-maximal effect; % is set by controls: 0 for no effect and ±100 for the full control effect
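Enzyme-only controls used 10 nM Pol beta; buffer lacking enzyme served as negative control. Compound preincubated 15 min, then 50 nM substrate added; 0 and 10 min reads at room temperature.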
Apoferritin bind: binds horse apoferritin like a general anesthetic. apoferritin/1-aminoanthracene competitive binding, fluorescence. Potency, µM (series often up to 77.5 µM), inactives show at the highest dose activity change, negative = displacement, most hits filed as inhibitors. hit rate 0.074% among 350,000; note: potency is the fitted concentration of half-maximal effect; % is set by controls: 0 for no effect and ±100 for the full control effect; nearly all actives have a fitted effect of over 20% in size
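Horse-spleen apoferritin (10 uM) in 50% saturated 1-aminoanthracene in PBS was incubated 10 min at room temperature with compound. Fluorescence (ex 380, em 535 nm) was normalized to free and bound 1-AMA, with concentration-response fitted by a four-parameter Hill equation.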
12-LOX inh: ALOX12 (human) lipoxygenase inhibition; purified 12hLO, xylenol orange hydroperoxide absorbance; P18054; hit rate 1.1% among 580,000; Potency, µM (doses to about 108 µM), inactives show at the top dose activity change, negative = inhibition, actives largely listed as inhibitors; note: potency is the fitted concentration of half-maximal effect; % is set by controls: 0 for no effect and ±100 for the full control effect
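Purified human 12hLO (150 nM final) in 25 mM Hepes, 0.01% Triton X-100, pH 7.0 was preincubated 15 min at room temperature with compound. Then 40 uM arachidonic acid was added, 30 min. Hydroperoxide was read by Fe-XO absorbance ratio 573/405 nm.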
ERG-DNA inh: inhibitors of human ERG Ets domain-DNA interaction; Potency, µM (series often up to 76.9 µM), for inactives: at the highest dose FP activity, negative = inhibition, hits mostly inhibitors; AID 624246; hit rate 0.028% among 370,000; fluorescence polarization, His-ERG Ets domain / labelled DNA; P11308; active = well fitted inhibition curve with a large enough effect in the polarisation, with a control signal flat; inconclusive = small, poorly fitted or top-dose-only effect, or effect the other way, or a change in a side signal; inactive = no such curve, though single readings can be large or run the other way; the % refers to the polarisation;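 note: polarization taken with two DNA probes labelled with fluorescein and Texas red; potency is the fitted concentration of half-maximal effect; % of control where 0% means no effect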
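His-tagged ERG Ets domain (1 uM in the protein solution; 300mM KCl, 50mM Tris-HCl, 1mM EDTA, 1mM DTT, pH 7.5) received compound, then a probe mix of 5 nM fluorescein-DNA and 100nM Texas-615-DNA. Fluorescence polarization was read for both dyes.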
POLH inh: inhibitors of human DNA polymerase eta; recombinant Pol eta, fluorescent DNA replication assay; Potency, µM (doses to about 114 µM), for the others: at the top dose activity change, negative = inhibition, hits mostly inhibitors; hit rate 1.2% among 390,000; Q9Y253; note: potency is the fitted concentration of half-maximal effect; % is set by controls: 0 for no effect and ±100 for the full control effect
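Pol eta at 10 nM preincubated with compounds 15 min at room temperature; reaction started with fluorescent substrate (50 nM final) and read kinetically at 0 and 10 min.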
Pol kappa inh: inhibitors of human DNA polymerase kappa; Q9UBT6; purified Pol kappa, fluorescent DNA synthesis assay, 10 min; Potency, µM (doses to about 107 µM), for the others: at the highest dose activity, negative = inhibition, actives largely listed as inhibitors; hit rate 0.53% among 400,000; note: potency is the fitted concentration of half-maximal effect; % is set by controls: 0 for no effect and ±100 for the full control effect
Target sequence (Q9UBT6 whole entry, looked up): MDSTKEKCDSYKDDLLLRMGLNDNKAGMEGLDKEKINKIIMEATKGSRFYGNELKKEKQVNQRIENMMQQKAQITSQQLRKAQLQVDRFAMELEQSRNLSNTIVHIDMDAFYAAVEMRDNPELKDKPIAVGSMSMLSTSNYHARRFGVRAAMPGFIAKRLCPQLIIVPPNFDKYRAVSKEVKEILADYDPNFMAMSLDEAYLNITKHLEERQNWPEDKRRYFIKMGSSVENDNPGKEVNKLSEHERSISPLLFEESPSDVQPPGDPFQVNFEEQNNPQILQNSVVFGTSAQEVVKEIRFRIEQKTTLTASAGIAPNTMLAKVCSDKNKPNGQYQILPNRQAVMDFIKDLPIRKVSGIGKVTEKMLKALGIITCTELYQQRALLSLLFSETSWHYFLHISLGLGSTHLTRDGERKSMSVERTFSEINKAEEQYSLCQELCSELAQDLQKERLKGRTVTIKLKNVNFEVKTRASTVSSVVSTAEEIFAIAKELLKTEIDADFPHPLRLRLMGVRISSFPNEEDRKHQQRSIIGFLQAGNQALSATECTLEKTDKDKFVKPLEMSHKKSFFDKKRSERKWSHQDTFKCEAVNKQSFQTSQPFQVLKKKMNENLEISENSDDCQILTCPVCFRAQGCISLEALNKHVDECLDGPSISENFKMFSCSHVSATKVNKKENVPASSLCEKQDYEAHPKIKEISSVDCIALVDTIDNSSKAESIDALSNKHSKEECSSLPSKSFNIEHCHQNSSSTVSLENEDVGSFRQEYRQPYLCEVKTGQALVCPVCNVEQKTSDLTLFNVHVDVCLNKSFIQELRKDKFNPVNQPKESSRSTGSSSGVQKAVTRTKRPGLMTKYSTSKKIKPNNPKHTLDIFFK
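50 nM final substrate added after 15 min RT preincubation of 10 nM Pol kappa with compound; fluorescence read at 0 and 10 min.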
RGS4 inh: blocks human RGS4-accelerated GTP hydrolysis. Transcreener GDP fluorescence polarization, RGS4-accelerated GTP hydrolysis. hit rate 0.039% among 390,000. P49798. Potency, µM (doses to about 114 µM), for the others: at the highest dose activity change, negative = inhibition, most hits filed as inhibitors; note: potency is the fitted concentration of half-maximal effect; % is set by controls: 0 for no effect and ±100 for the full control effect; nearly all actives have a fitted effect of over 75% in size; some results filed as inactive show a strong effect at the top dose
Target sequence (P49798 whole entry, looked up): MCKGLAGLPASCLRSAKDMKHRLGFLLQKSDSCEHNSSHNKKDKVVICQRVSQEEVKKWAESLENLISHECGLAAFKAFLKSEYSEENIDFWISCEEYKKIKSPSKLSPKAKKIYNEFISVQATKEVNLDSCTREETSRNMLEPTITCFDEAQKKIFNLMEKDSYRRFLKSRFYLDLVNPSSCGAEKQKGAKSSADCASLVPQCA
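MLSMR compounds (23 nl, pin-transferred) preincubated 10 min at room temperature with a 500nM (2x) first reagent, then RGS4 at 900nM (2x) plus Transcreener GDP mix added; fluorescence polarization (620/688 nm) read before and after 90 min at 30 °C.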
APEX1 inh: APE1 (human) endonuclease inhibition. recombinant APE1, TAMRA/BHQ-2 abasic DNA cleavage fluorescence. Potency, µM (series often up to 65.8 µM), without a hit: top-dose activity change, negative = inhibition, usual class: inhibitors. hit rate 0.35% among 350,000. AID 2517;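 note: potency is the fitted concentration of half-maximal effect; plate controls were vehicle for no effect and reference inhibitor for full effect; nearly all actives have a fitted effect of over 55% in size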
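APE1 at 0.75 nM final was preincubated with compound 15 min at room temperature, then 50 nM double-stranded THF abasic-site substrate (5'-TAMRA/3'-BHQ-2) was added. Fluorescence (ex 525/em 598 nm) was read kinetically; third-minus-first read gave activity.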
LDHA inh: blocks human lactate dehydrogenase A; activity change, % (values are at about 110 or 230 µM); hit rate 0.15% among 480,000; P00338; purified LDHA, NADH/diaphorase-resazurin fluorescence; hits give low values; in the data active = activity change below about -30%; inconclusive = mostly about -25% to -30%;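 note: plate controls were DMSO wells for no effect and wells without enzyme for full effect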
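Human LDH5 at 2 nM final in Tris HCl pH 7.4 with 0.06 mM NADH and 0.2 mM pyruvate, reacted 5 minutes at room temperature. Remaining NADH coupled via diaphorase/resazurin; resorufin fluorescence read at 0 and 20 minutes, normalized to enzyme-free and DMSO wells.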
Numbers without * were called inactive; ? = inconclusive; . = no result given; [ ] = dose if it differs, or a comment. Unless noted, calls come from the whole dose curve; as a rule, active = well fitted curve in the direction sought with a large enough effect; inconclusive = small, poorly fitted or top-dose-only effect, or another doubt; inactive = no such curve, though single readings can be large; an effect the other way counts as inactive or inconclusive.

SMILES	POLB inh	Apoferritin bind	12-LOX inh	ERG-DNA inh	POLH inh	Pol kappa inh	RGS4 inh	APEX1 inh	LDHA inh
COC(=O)c1ccccc1OCC(=O)N1CCN(c2ccc(OC)cc2)CC1	1.1%	6.7%	?	-0.3%	-16.2%	-13.1%	16.5%	-1.7%	1.8
CN1CCN(NC(=O)c2cn(-c3ccccc3)nc2-c2cccs2)CC1	9.6%	-6.1%	2.3%	1.3%	-7.7%	1.0%	-15.8%	-0.3%	-0.7
Cc1nc2c3ccccc3nc(NNC(=O)CCC(=O)NCCC(C)C)n2n1	3.4%	-0.3%	-3.9%	-8.6%	-18.4%	-7.4%	-19.6%	-16.3%	-3.0
O=C(O)C1=C[C@H](C2CC2)C[C@H](OCc2ccc(CO)cc2)O1	.	.	-19.8%	0.5%	-18.9%	-2.9%	-3.1%	.	-2.6
CCN1CCN(C(=O)CCN2C(=O)c3ccccc3S2(=O)=O)CC1	.	.	-11.5%	4.8%	-7.3%	-5.1%	-5.5%	-8.4%	-9.6
O=c1c2ccccc2ncn1C1CCCCC1	62.1%	-13.3%	-10.0%	-0.7%	-0.1%	-5.7%	25.7%	2.5%	-5.6
COc1cc(NC(=O)C2CCCN2S(=O)(=O)c2ccc3c(c2)CC(C)N3C(C)=O)cc(OC)c1 (centres undefined)	2.3%	-12.4%	15.9%	9.5%	-14.0%	0.6%	-21.7%[56.9 µM]	33.0%	2.8
CC(C)(C)CC(C)(C)n1nnnc1N	.	.	2.5%	12.9%	-15.9%	5.7%	-15.2%	.	-2.3
COc1ccc(C)cc1N(C(=O)c1ccco1)C(C(=O)NC1CCCC1)c1cc(OC)c(OC)c(OC)c1 (centres undefined)	2.1%	-12.7%	-20.0%	-0.1%	-16.3%	5.7%	-15.3%	28.4%	-4.0
CC(C)N1C(=O)CN(C2CCCCCC2)C(=O)C1c1ccccc1F (centres undefined)	23.5%	-15.6%	24.6%	4.1%	-14.2%	-8.9%	28.0%	9.2%	0.1
CN1C(=O)/C(=C/c2ccccc2OCc2ccccc2F)NC1=S	6.1%	-14.5%	?	2.2%	-4.1%	-17.5%	-6.2%	-1.2%	-0.4
CON(C)c1nc(OCC#N)nc(N(C)C)n1	-23.3%	-5.4%	6.0%	4.5%	-10.2%	3.8%	4.8%	2.4%	-3.5

Compound profiles, from the list above. Order of values: POLB inh, Apoferritin bind, 12-LOX inh, ERG-DNA inh, POLH inh, Pol kappa inh, RGS4 inh, APEX1 inh, LDHA inh
`CN1CCN(NC(=O)c2cn(-c3ccccc3)nc2-c2cccs2)CC1` in the list: 9.6%, -6.1%, 2.3%, 1.3%, -7.7%, 1.0%, -15.8%, -0.3%, -0.7
`CON(C)c1nc(OCC#N)nc(N(C)C)n1` in the list: -23.3%, -5.4%, 6.0%, 4.5%, -10.2%, 3.8%, 4.8%, 2.4%, -3.5
`COc1ccc(C)cc1N(C(=O)c1ccco1)C(C(=O)NC1CCCC1)c1cc(OC)c(OC)c(OC)c1` (centres undefined) in the list: 2.1%, -12.7%, -20.0%, -0.1%, -16.3%, 5.7%, -15.3%, 28.4%, -4.0

Additional records follow:
SMILES	POLB inh	Apoferritin bind	12-LOX inh	ERG-DNA inh	POLH inh	Pol kappa inh	RGS4 inh	APEX1 inh	LDHA inh
Cc1cccc(Cn2c(C)c(C)c3cc(C(=O)NCc4ccco4)ccc32)c1	?	34.0%[activator]	?	1.4%	79.4µM*	-15.3%	-5.6%	.	4.7
COc1ccc(NC(=O)c2ccco2)cc1NC(=O)COc1ccc(C)cc1C	?	?	?	3.7%	?	1.6%	?	.	0.8
Cc1ccc(C(=O)NN2C(=O)C3C4c5ccccc5C(c5ccccc54)C3C2=O)cc1 (centres undefined)	20.3%	-8.8%	-19.0%	-11.8%	-13.9%	0.9%	15.8%	11.6%	-1.5
COc1ccc(CC(C)CC(=O)NCCc2ccc(OC)c(OC)c2)cc1 (centres undefined)	22.9%	3.9%	14.0%	-1.2%	-18.5%	4.1%	24.7%	4.9%	-1.9
Cc1ccc(NC(=O)N2CCCC2C(=O)NCC2CCCO2)cc1 (centres undefined)	3.4%	-5.8%	-7.1%	-8.1%	-13.2%	-19.2%	-38.4%	0.2%	-11.2
CCCCn1c(SCC(=O)NCc2ccco2)nc2c1c(=O)n(C)c(=O)n2C	-19.1%	8.6%	106.9%[activator]	-0.8%	-3.9%	-8.0%	15.8%	5.0%	-6.1
Cc1cccn2c(=O)c3cc(C(=O)N4COCC4(C)C)sc3nc12	3.3%	5.6%	-1.8%	0.7%	-8.7%	-0.7%	2.9%	7.6%	0.3
Cc1ccnc2nc(C(=O)OCC(=O)N3CCc4ccccc43)nn12	-2.7%	-5.0%	-4.5%	4.6%	-14.7%	1.7%	-11.7%[56.9 µM]	-6.8%	0.6
COc1cccc(CNC(=O)c2ccc(OC)c(S(=O)(=O)NC3CCCC3)c2)c1	.	.	?	0.2%	-19.2%	-5.8%	16.4%	6.0%	-3.0
CCCCNC(=O)Cn1c(=O)oc2cc(S(=O)(=O)N3CC(C)CC(C)C3)ccc21 (centres undefined)	15.4%	1.4%	18.4%[57.4 µM]	3.2%	8.9%	-24.8%	-8.5%	?	-8.1
COc1ccccc1C1=NOC(COC(=O)c2ccc3ccccc3n2)C1 (centres undefined)	0.2%	?	-14.0%	.	0.7%	-1.4%	-15.3%	0.6%	-6.4
O=C(Cc1ccc(-n2c(=O)[nH]c3ccccc3c2=O)cc1)N1CCN(c2cccc(Cl)c2)CC1	43.4%	-5.5%	-10.9%	-3.5%	0.0%	-12.6%	-14.2%	9.9%	-12.1
Cc1ccc(Cn2c(=O)c3cccnc3n(CC(=O)Nc3cc(Cl)ccc3C)c2=O)cc1	29.3%	0.4%	-8.6%	-9.1%	-19.4%	5.7%	23.1%	.	-4.2
Cc1cc2c(c(SCC(=O)N(C)c3ccccc3)n1)C(=O)OC2	16.7%	-11.9%	-21.1%	10.4%	11.8%	0.4%	26.0%	1.2%	-4.0
COc1ccc(CCNC(=O)C(=O)Nc2nccs2)cc1OC	0.3%	7.6%	?	5.3%	-10.1%	-4.7%	6.0%	9.3%	-2.5
CN1CCN(S(=O)(=O)c2cccc(C(=O)Nc3nccs3)c2)CC1	-22.4%	-1.4%	?	0.1%	11.3%	-14.2%	13.5%	-5.8%	-1.2
Cn1c(SCC(=O)NNC(=O)c2ccc(Br)cc2)nnc1-c1cccnc1	-0.9%	-9.5%	384.1%[activator]	-15.0%	-14.9%	-6.4%	10.2%[56.9 µM]	-5.5%	-15.2
COc1ccccc1N(CC(=O)NCCN1CCOCC1)S(=O)(=O)c1ccccc1	-11.7%	8.4%	-17.4%	-3.4%	0.3%	-19.6%	-4.6%	31.2%	-4.9
CCc1cccc(CC)c1NC(=O)COC(=O)c1ccccc1-c1nc2ccccc2s1	40.9%	6.6%	-6.9%	-2.0%	-14.9%	-0.3%	-19.0%	-2.8%	-4.5
CC(=O)c1ccc(NC(=O)C2CCCC2)cc1	26.3%	-13.2%	24.7%	-5.1%	-2.6%	-7.5%	16.1%	1.2%	0.6
COc1ccc(C(=O)CC(=O)O)c2c1C=CC(C)(C)O2	26.1%	56.1%[activator]	0.0%	6.7%	3.7%	-17.6%	-22.9%	13.4%	-9.0
Cc1c(CCC(=O)N2CCC(C(=O)O)(c3ccccc3)CC2)c(=O)oc2cc3oc4c(c3cc12)CCCC4	1.9%	2.4%	0.3%	-4.0%	3.1%	-34.7%	15.8%	7.6%	-3.9
CCOCCCNC(=O)CCNC(=O)c1cc(OC)c(OC)c(OC)c1	4.6%	-6.8%	25.5%	-8.3%	-12.9%	-2.4%	11.6%	-8.6%	-2.8
O=C(O)C1C2C=CC(C2)C1C(=O)NCc1cccnc1 (centres undefined)	0.2%	-4.0%	0.0%	-4.5%	-8.4%	7.3%	-31.8%	9.0%	18.3
COC(=O)c1cc(CNC(=O)CC(C)c2ccccc2)ccc1OC (centres undefined)	17.6%	-3.0%	?	-11.9%	-3.3%	5.7%	-14.0%	-4.9%	-7.3
CCOC(=O)c1c(C)nc2sc3c(=O)n(-c4ccc(C(C)=O)cc4)cnc3c2c1-c1ccc(Cl)cc1	20.4%	-0.7%	437.5%[activator]	-4.4%	-11.9%	5.3%	2.6%	10.0%	-8.5
O=C(CCCNC(=O)c1ccc(Cl)cc1)OCc1cccc(Br)c1	.	.	-28.9%	-7.4%	-15.7%	-1.8%	-5.6%	-15.3%	3.0
COc1ccc(C/C(N)=N/OC(=O)Cc2ccccc2)cc1OC	25.7%	-12.2%	379.0%[activator]	-1.8%	-11.1%	7.4%	-9.0%	-2.1%	-2.4
O=[N+]([O-])c1ccc2c(c1)S(=O)c1ccccc1-2 (centres undefined)	-0.2%	-6.6%	193.2%[activator]	8.3%	5.6%	-14.6%	9.0%	-4.7%	2.5
O=C1CN(S(=O)(=O)c2ccc(Br)cc2)c2ccccc2N1	0.8%	-11.1%	-6.2%	-2.9%	2.4%	-0.7%	4.8%	13.7%	-9.3
Cc1cc(=O)oc2c3c4c(cc12)OCCN4CCC3	-12.9%	677.1%[activator]	6.3%	-18.3%	-10.6%	-7.9%	-24.7%	1.6%	1.1
COc1nnc(-c2ccc(C)c(S(=O)(=O)NCC3CCCO3)c2)c2ccccc12 (centres undefined)	28.6%	-5.2%	-5.4%	-13.7%	0.0%	-9.3%	14.0%	-11.1%	-13.7
Cc1ccccc1CNC1CCCCC1	-0.5%	-1.7%	-6.5%	-2.0%	-19.0%	-27.4%	-14.2%	-0.5%	2.0

A portion of the library; count on the stated rates, not on these rows.
